Screening results (PubChem BioAssay)
Tn7 DDE FP: inhibitors of Tn7 peptide binding to fibrin DD(E), primary screen, biochemical, fluorescence polarization, human fibrin, Tn7 probe; FP displacement of FITC-Tn7 peptide from fibrin DD(E); 0% = median of compound wells per plate; inhibition, % at 8.3 µM; 370,000 tested, 0.13% active; AID 720508, 2013;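 active = inhibition above the mean of compounds falling within the control limits plus 3 SD of them, cut at about 14% in these data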;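 note: 0% = plate median of compound wells and 100% = 10 µM Aha-Tn7 peptide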
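assay system = human clot-derived fibrin DD(E) complex | quantity = Fibrin-DD(E) at 2 µM final | timing = 10 min preincubation, 3 h with tracer, room temperature | signal = fluorescence polarization | measure = percent inhibition | benchmarks = high control wells with 10 µM unlabelled Aha-Tn7 peptide (full inhibition) | replicates = singlicate testing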
PRMT1 inh: PRMT1 methyltransferase inhibitors, primary screen, biochemical, fluorescence polarization. Protein arginine N-methyltransferase 1 (Homo sapiens), Q99873. recombinant PRMT1, activity-based probe fluorescence polarization. inhibition, % at 2.79 µM. 370,000 tested, 1.3% active. AID 652257, 2013;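 active = inhibition above about 21% made by adding two undisclosed values, limit read from the data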
proKLK7 act: proKLK7 zymogen activators, primary screen, biochemical, fluorescence intensity. Kallikrein-7 (Homo sapiens), P49862. purified proKLK7, EDANS-DABCYL substrate fluorescence; 100% is mature enzyme control, 0% vehicle. activation, % at 7 µM. 370,000 tested, 0.9% active;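 active = activation above the mean of all tested compounds plus 3 SD, computed per campaign excluding outliers beyond control limits, cut at about 13% in these data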
Target sequence (P49862 whole entry, looked up): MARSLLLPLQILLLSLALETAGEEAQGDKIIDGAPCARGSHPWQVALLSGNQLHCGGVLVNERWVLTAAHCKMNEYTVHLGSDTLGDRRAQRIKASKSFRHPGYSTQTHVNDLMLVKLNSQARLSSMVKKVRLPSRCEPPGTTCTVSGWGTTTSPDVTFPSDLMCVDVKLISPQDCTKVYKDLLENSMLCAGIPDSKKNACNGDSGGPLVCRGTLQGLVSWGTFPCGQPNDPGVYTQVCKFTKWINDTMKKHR
DDE Tn6 FP inh: inhibitors of Tn6 peptide binding to fibrin DD(E), primary screen, biochemical, fluorescence polarization, human fibrin, Tn6 probe | Fibrinogen beta chain (Homo sapiens), P02675 | Fibrin DD(E) TRITC-Tn6 fluorescence polarization displacement | inhibition, % at 8.3 µM | 370,000 tested, 0.21% active | AID 720509, 2013;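 active = inhibition above a per-campaign cutoff: mean of compounds within control limits plus 3 SD, cut at about 15% in these data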;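 note: 0% = median of all compound wells on the plate and 100% = blocking peptide control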
MBD2 inh: inhibitors of MBD2 binding to methylated DNA, primary screen, biochemical, TR-FRET, DNA-binding domain, human | Methyl-CpG-binding domain protein 2 (Homo sapiens), Q9UBB5 | MBD2 binding to methylated oligonucleotide | inhibition, % at 4.4 µM | 370,000 tested, 0.31% active; in the data active = inhibition above about 13%
SIAE inh: human SIAE inhibitors, primary screen, biochemical, fluorescence polarization, FP-Rh probe, 1536-well HTS | SIAE FP-Rh probe binding | 370,000 tested, 0.69% active | inhibition, % at 9.66 µM;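 active = inhibition above a cutoff: mean of compounds within the control limits plus 3 SD of those, cut at about 17% in these data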;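 note: 0% = plate median of compound wells and 100% = probe without SIAE protein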
UHRF1 MBD2 ctr: UHRF1 methylated DNA binding inhibitors, primary screen, counter-screen for MBD2 inhibitor project, biochemical, TR-FRET, human UHRF1, single concentration. E3 ubiquitin-protein ligase UHRF1 (Homo sapiens), Q96T88. UHRF1 binding to methylated oligo. inhibition, % at 4.4 µM. 370,000 tested, 0.75% active. AID 687016, 2013; in the data active = inhibition above about 21%;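 note: UHRF1 SRA domain binding a hemimethylated CpG hairpin DNA probe; 0% = median of test compound wells and 100% = reference inhibitor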
Target sequence (Q96T88 whole entry, looked up, the tested form may be a part): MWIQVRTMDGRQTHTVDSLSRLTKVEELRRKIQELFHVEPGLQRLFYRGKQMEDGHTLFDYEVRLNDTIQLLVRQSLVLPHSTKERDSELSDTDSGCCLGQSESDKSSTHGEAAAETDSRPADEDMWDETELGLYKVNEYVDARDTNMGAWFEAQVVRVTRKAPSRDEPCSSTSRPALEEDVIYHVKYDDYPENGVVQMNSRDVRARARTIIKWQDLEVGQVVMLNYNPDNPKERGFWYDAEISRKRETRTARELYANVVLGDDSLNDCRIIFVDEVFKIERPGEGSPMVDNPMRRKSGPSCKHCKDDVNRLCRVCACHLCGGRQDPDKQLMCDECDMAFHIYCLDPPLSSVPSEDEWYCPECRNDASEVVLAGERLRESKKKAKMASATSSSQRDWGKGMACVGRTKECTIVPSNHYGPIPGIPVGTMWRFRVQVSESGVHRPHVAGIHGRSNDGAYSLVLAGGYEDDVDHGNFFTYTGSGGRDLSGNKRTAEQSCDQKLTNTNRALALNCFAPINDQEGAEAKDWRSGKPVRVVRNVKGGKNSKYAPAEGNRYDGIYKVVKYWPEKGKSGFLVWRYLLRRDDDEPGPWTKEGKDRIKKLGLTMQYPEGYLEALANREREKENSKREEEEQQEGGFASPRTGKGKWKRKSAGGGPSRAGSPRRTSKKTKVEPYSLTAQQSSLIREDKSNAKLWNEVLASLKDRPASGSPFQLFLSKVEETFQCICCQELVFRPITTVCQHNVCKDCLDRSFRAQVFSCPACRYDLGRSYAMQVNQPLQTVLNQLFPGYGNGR
TCR-CD3 inh: inhibitors of human TCR-CD3 interaction, primary screen, biochemical, fluorescence, TAMRA-labeled TCR probe; T-cell receptor (TCR); inhibition, % at 9.4 µM; 360,000 tested, 0.37% active; AID 651800, 2012; in the data active = inhibition above about 19%;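 note: recombinant mutant TCR 2C K166C tagged with TAMRA read by polarization; 0% = receptor in buffer alone and 100% = receptor with positive control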
TDP2 inh: human TDP2 enzyme inhibitors, primary screen, biochemical, epi absorbance, recombinant enzyme. Tyrosyl-DNA phosphodiesterase 2 (Homo sapiens), O95551. inhibition, % at 12.8 µM. 370,000 tested, 0.34% active. T5PNP hydrolysis, p-nitrophenol absorbance 415 nm;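 active = inhibition above the mean of all tested compounds plus 3 SD, set per campaign, cut at about 25% in these data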;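 note: 0% = DMSO with enzyme and 100% = buffer with substrate but no TDP2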
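System – recombinant human TDP2 · Amount – 120 nM TDP2 per well · Buffer or medium – Mg2+-containing Tris-HCl buffer, pH 7.5 · Reagent – T5PNP substrate, 5 mM · Dosing – 12.8 µM single point, 1% DMSO · Incubation – 2 h at 37 °C · Measured by – epi absorbance · Read-out basis – percent inhibition · Benchmarks – high control without enzyme, low control DMSO plus TDP2 · Repeats – singlicate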
LEDGF integ inh: blockers of LEDGF/p75-dependent integrase strand transfer – biochemical, TR-FRET, high throughput, primary screen | AID 743269, 2014 | HIV-1 integrase (with human LEDGF/p75) | inhibition, % at 3.7 µM | 370,000 tested, 0.64% active | TR-FRET IN-LEDGF/p75 DNA integration, Eu/Cy5;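 active = inhibition above the screen-wide mean plus 3 SD, cut at about 13% in these data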;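 note: signal is the Cy5 over europium emission ratio at 671 and 618 nm; 0% = plate median of compound wells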
* hit, by the source's call; nt = not tested or not shown. Not a hit list; about 4.6% have a hit in one of these screens.

The first 2 compounds as a preview:
SMILES	Tn7 DDE FP	PRMT1 inh	proKLK7 act	DDE Tn6 FP inh	MBD2 inh	SIAE inh	UHRF1 MBD2 ctr	TCR-CD3 inh	TDP2 inh	LEDGF integ inh
CCOC(=O)c1sc(NC(=O)c2ccc(S(=O)(=O)N3CCCCC3)cc2)nc1-c1ccccc1	-4.9	-1.0	0.0	-11.2	7.6	-0.3	-2.5	3.3	-3.6	-1.1
CC(=O)N1CCC(N(CCN2CCOCC2)C(=O)Nc2ccc(Cl)c(Cl)c2)CC1	6.3	3.8	0.5	-1.1	-0.5	2.2	-1.8	-0.8	5.5	-2.0

The list itself, repeating the preview:
SMILES	Tn7 DDE FP	PRMT1 inh	proKLK7 act	DDE Tn6 FP inh	MBD2 inh	SIAE inh	UHRF1 MBD2 ctr	TCR-CD3 inh	TDP2 inh	LEDGF integ inh
CCOC(=O)c1sc(NC(=O)c2ccc(S(=O)(=O)N3CCCCC3)cc2)nc1-c1ccccc1	-4.9	-1.0	0.0	-11.2	7.6	-0.3	-2.5	3.3	-3.6	-1.1
CC(=O)N1CCC(N(CCN2CCOCC2)C(=O)Nc2ccc(Cl)c(Cl)c2)CC1	6.3	3.8	0.5	-1.1	-0.5	2.2	-1.8	-0.8	5.5	-2.0
CCOCCCn1cc(C(=O)c2cc(Br)ccc2O)cc(C#N)c1=O	-1.1	-2.7	0.0	4.3	-3.7	-8.0	6.0	-10.8	-21.2	7.1
N#Cc1ccsc1NC(=O)C1CCN(C(=O)c2ccc(Cl)cc2)CC1	12.5	-0.7	-0.5	9.6	-5.8	1.2	3.9	0.8	12.0	0.3
COc1cc(CN(C)c2ncnc3sccc23)ccc1OC(F)F	-4.6	0.3	-0.3	-2.1	-2.2	-0.9	0.3	-2.6	9.3	-0.8
CC(=O)NC(Cc1ccccc1)P(=O)(O)O (centres undefined)	-8.8	-2.9	0.1	7.4	0.7	-1.7	0.0	nt	-14.7	5.8
CCCCC(=O)Nc1ccc(NC(=O)CC)cc1OC	-5.1	-2.7	0.2	-2.3	2.3	0.7	2.0	0.0	6.5	1.6
CCOC(=O)/C=C1\SCC(=O)N1CC(=O)NCc1ccc(OC)c(OC)c1	-3.2	-1.0	-0.8	-0.5	-3.1	2.1	-0.5	4.6	-11.6	5.3
C/C(=C\C(=S)Nc1ccccc1)Nc1ccccc1	-5.1	1.8	-0.8	-5.4	-0.7	0.6	0.7	2.1	-4.6	1.3
CCOC(=O)[C@]12CCC=C1N(Cc1cccc3ccccc13)C(=O)[C@H](CC(=O)NCCCCc1ccccc1)C2	-2.0	-1.9	0.8	-4.2	-7.0	0.1	-1.7	5.4	4.6	-1.3
Cc1ccccc1NC(=O)Cn1nnc(-c2ccc(CN3CCC(C)CC3)cc2)n1	4.9	-4.8	0.0	2.3	-5.5	2.3	-1.3	5.9	-5.3	8.4
CC(=O)Nc1ccc(NC(=O)C2CCCN2C(=O)NCc2ccccc2)cc1 (centres undefined)	-0.4	-0.9	-0.7	-3.3	4.9	4.0	3.0	2.6	1.7	-2.3
COc1ccc(-n2c(=S)[nH]c3cc(C(=O)Nc4cc(C(N)=O)ccc4OC)ccc3c2=O)c(OC)c1	1.5	3.1	0.1	-9.0	-1.9	-71.8	0.3	-0.2	-7.8	-3.0
CN(CC(=O)Nc1ccc(F)c(F)c1F)C(=O)CCCc1nc2ccccc2c(=O)[nH]1	-2.6	-0.9	-0.3	-1.8	-0.1	5.8	2.9	5.2	5.8	-0.1
CCC(=O)N1CC2(CC(c3cccc(NC(=O)CC(c4ccccc4)c4ccccc4)c3)=NO2)C[C@H]1C(N)=O (some centres undefined)	-7.3	-2.3	0.0	-0.3	2.4	-15.9	-3.2	0.9	-10.6	-1.7
O=C1OCCN1C(=O)[C@H]1[C@H](c2ccccc2)C(c2ccc(F)cc2)=NN1c1ccc(Br)cc1	-5.3	4.5	-4.0	-1.2	-0.1	-1.6	0.1	0.5	0.0	2.1
O=C(N/N=C/c1cccnc1)c1ccc(Cl)c(Cl)c1	3.9	0.0	0.4	1.8	3.4	-5.0	0.4	2.0	5.9	0.4
COC(=O)c1ccc(CSc2nnc3sc4ccccc4n23)o1	-2.5	12.1	-0.3	1.0	2.3	-3.6	2.2	-1.4	-2.8	0.6
O=C(Oc1ccc(F)c(F)c1)c1ccc2c(=O)n3c(nc2c1)CCC3	-7.4	5.3	0.2	-4.8	-1.5	-10.5	1.7	-4.9	1.2	-4.9
COc1cccc(/C=N/N2C(=O)NC3(CCCCC3)C2=O)c1O	-1.6	-0.8	-2.5	5.3	1.7	6.2	-1.3	6.0	5.9	-0.5
Cc1ccc(N/C=C/C(=O)c2ccccc2)cc1Br	-2.4	-1.6	-0.6	5.4	4.8	-5.1	0.9	7.7	-3.4	-1.8
CN1CCC(=O)N([C@H](CC#N)c2ccccc2)CC1	2.6	-2.9	0.2	-3.4	-1.3	-4.4	-3.3	-1.5	-6.1	2.0
COc1ccc(/C=C/C(=O)Nc2ccc(-n3nncc3-c3ccccc3)cc2)cc1OC	0.4	3.6	-34.4	-5.4	3.7	-51.2	2.8	-1.2	1.0	-4.8
COc1cccc(CN2CCC2(C)C(=O)Nc2cccc3cccnc23)c1OC (centres undefined)	8.0	-5.2	1.0	0.7	-6.7	-5.9	-3.5	12.7	5.5	3.4
c1ccc2c(c1)nc1n2CCN1	-1.9	3.6	-0.5	-1.5	0.0	-5.0	5.4	0.4	-1.4	-3.7
COc1ccc(C(CNC(=O)c2ccc(Cl)c(NC(=O)c3cccs3)c2)N2CCCC2)cc1 (centres undefined)	6.5	3.7	-0.3	0.0	5.7	3.1	-0.2	-2.0	4.3	-1.6
O=S(=O)(c1ccccc1)C(Br)S(=O)(=O)c1ccccc1	-4.0	3.7	0.6	1.7	3.6	3.6	1.6	-2.4	6.9	-1.1
Cc1cc(F)ccc1NCc1ccc([N+](=O)[O-])cc1	-4.1	0.9	0.3	3.0	1.1	4.9	-2.1	3.1	5.2	3.0
Cc1cccc(NC(=O)CN(C)C(=O)C2CCCC2)c1C	6.1	2.5	-0.2	-5.0	5.2	10.8	1.2	0.8	-3.7	0.6
O=S(=O)(N[C@@H]1CCCC[C@@H]1N1CCOCC1)c1ccc(Cl)cc1	-3.1	0.0	nt	-2.0	1.9	0.5	-1.6	nt	3.4	0.3
O=C1c2ccccc2NC(c2ccccc2O)N1c1ccc(F)cc1 (centres undefined)	0.2	1.9	0.5	3.6	0.2	4.0	2.0	-7.5	-14.9	1.3
CCCOc1ccccc1OCC(=O)Nc1cc(Cl)ccc1-n1cncn1	-0.7	-2.4	-0.1	-6.6	3.4	-11.0	3.7	-5.7	-20.3	4.6
COc1ccc(N2CCN(c3ccc([N+](=O)[O-])cc3Cl)CC2)cc1	5.7	-2.7	0.3	-4.4	0.8	5.8	1.6	10.5	1.7	1.4
COc1ccc(C(=O)Nc2cc(C(F)(F)F)ccc2-n2cnc3ccccc32)cc1	-2.8	-1.2	0.4	-8.5	-2.0	-3.7	-5.7	4.5	1.7	1.6
CCOC(=O)c1sc(=NC(=O)c2ccc(OC)c(OC)c2)n(C)c1C	-7.5	1.2	0.4	0.6	-5.0	1.2	-3.5	4.7	7.8	0.8
CCCCOC(=O)n1c(=O)oc2ccc(S(=O)(=O)N3CCCCC3)cc21	-4.9	15.0	-0.6	0.9	0.5	-2.5	3.4	-1.9	-16.2	3.6
O=C(CC(C(=O)O)c1ccc(F)cc1)c1ccc(Cl)cc1 (centres undefined)	6.7	0.9	0.1	-1.7	5.1	4.7	1.4	-7.5	-4.2	-3.0
COc1cc(NC(=O)CCCl)cc(-n2cnnn2)c1	0.7	1.8	0.5	-5.0	-5.0	1.0	2.5	0.2	-1.6	0.7
COc1ccc(S(=O)(=O)Nc2ccccn2)cc1OC	-1.2	-1.3	0.3	2.9	-1.3	4.6	-0.6	2.4	1.6	-2.3
CCSCc1nnc(SCC(=O)Nc2cc(F)ccc2C)n1C	0.8	9.7	0.1	-3.5	7.6	-3.1	5.7	-1.4	-10.2	0.6
Fc1ccc(COc2cccc(-c3n[nH]c(=S)o3)c2)cc1	3.4	31.7*	-0.2	-4.8	2.4	0.0	1.9	-5.8	-4.7	-4.0
Cc1ccc(Oc2nc(CN3CCOCC3)nc3sc4c(c23)CCC(C)C4)cc1 (centres undefined)	-9.2	0.5	0.2	-5.7	13.7*	-5.2	-0.9	-4.6	8.4	2.8
CCOC(=O)C1=C(CCc2ccccc2)NC(=O)NC1c1ccc(C#N)cc1 (centres undefined)	3.5	1.0	-0.6	-1.6	0.3	-9.7	1.9	-0.3	-5.3	-4.1
NC(c1ccccc1)c1csc(NC(=O)Nc2ccccc2Oc2ccccc2)n1 (centres undefined)	-1.6	-2.7	-0.1	-5.9	4.7	-14.1	-0.3	1.0	-0.7	3.1
CN(Cc1ccccc1)S(=O)(=O)c1nnc(NC(=O)c2ccccc2F)s1	-5.6	-2.7	0.8	-2.7	-8.9	-17.0	-1.4	5.2	-13.3	3.6
CC(CNC(=O)CN1C(=O)NC2(CCCCC2)C1=O)c1ccccc1 (centres undefined)	-0.5	-1.0	0.0	0.3	2.0	8.1	-3.2	2.5	9.1	0.9
Cc1[nH]c2ccccc2c1C(=O)CSc1nc2cc(S(=O)(=O)N3CCCCC3)ccc2o1	-2.7	6.0	-0.3	-0.2	1.4	-84.1	-1.5	-1.9	-5.9	-2.2
CCn1c(SCC(=O)Nc2ccccc2)nc2c(c1=O)SCC2	-3.4	7.9	-0.5	3.9	2.8	1.2	0.1	-5.5	-7.4	-0.8
CCc1ccc(NC(=O)CSc2nc3ccccc3c(=O)n2CCCC(=O)NCCCN2CCOCC2)cc1	-6.6	-5.8	-0.1	-2.2	-5.8	-2.3	-0.1	0.6	-9.7	-2.8
CC1(C)CC(C)(O)N(Cc2ccccc2)C(=S)N1 (centres undefined)	1.9	-0.6	-0.3	2.7	-3.2	-0.1	1.3	-4.0	-0.1	-1.1
Cc1cc(C(=O)CN2C(=O)NC(CC(C)C)C2=O)c(C)n1-c1ccccc1F (centres undefined)	8.6	-4.3	-0.3	9.8	-0.1	-3.0	-0.6	-4.6	12.0	-0.8
